Rtt109 HAT inh: C. albicans Rtt109 histone acetyltransferase inhibition; AID 540336; purified Rtt109/Vps75, ThioGlo CoA-SH fluorescence, 4 h; inhibition, % at 34.9 µM; Q5AAJ8; actives 0.16% (n = 330,000);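 active means inhibition of at least 50% in every replicate; inconclusive means best replicate reaches 50% inhibition but some replicates fall short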
Keap1-Nrf2 PPI: Keap1-Nrf2 (human) interaction inhibition; actives 0.15% (n = 340,000); inhibition, % at 9.4 µM; Keap1 Kelch-Nrf2 peptide fluorescence polarization, 1536-well; Q14145; in the data active means inhibition above about 12%; inconclusive means no clear call, values can overlap the other calls; inactive means below about 7.3%;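 further: human Keap1 Kelch domain with fluorescein labeled Nrf2 9mer peptide probe; 0% = neutral control wells and 100% = peptide positive control; higher means more block of Keap1 binding to Nrf2 peptide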
Target sequence (Q14145 whole entry, looked up, the tested form may be a part): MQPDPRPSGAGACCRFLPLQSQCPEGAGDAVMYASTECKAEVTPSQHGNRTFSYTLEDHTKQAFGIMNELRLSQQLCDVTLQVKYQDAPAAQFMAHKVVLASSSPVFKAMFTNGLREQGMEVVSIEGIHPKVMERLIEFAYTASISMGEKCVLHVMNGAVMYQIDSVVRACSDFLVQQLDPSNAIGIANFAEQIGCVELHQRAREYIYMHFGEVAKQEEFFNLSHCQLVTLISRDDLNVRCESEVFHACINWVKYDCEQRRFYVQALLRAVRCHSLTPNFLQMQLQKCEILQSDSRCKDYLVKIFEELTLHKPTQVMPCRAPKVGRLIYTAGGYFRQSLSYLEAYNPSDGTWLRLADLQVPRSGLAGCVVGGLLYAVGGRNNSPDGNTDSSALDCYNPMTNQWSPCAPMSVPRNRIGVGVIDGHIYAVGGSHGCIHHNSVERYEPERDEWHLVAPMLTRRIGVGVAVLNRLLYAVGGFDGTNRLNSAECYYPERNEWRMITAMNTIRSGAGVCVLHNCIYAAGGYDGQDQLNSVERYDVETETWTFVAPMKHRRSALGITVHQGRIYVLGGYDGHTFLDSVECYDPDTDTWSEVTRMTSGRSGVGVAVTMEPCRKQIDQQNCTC
RTF Ca sens act: cardiac RTF calcium sensitization | actives 0.24% (n = 340,000) | AID 493008 | activation, % at 7.2 µM | P19429+P45379 | IANBD-labeled TnC RTF fluorescence at EC20 calcium; 0% EC20 calcium, 100% full calcium;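 active means activation above the mean over all tested compounds plus 3 SD, cut at about 30% in these data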;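 further: rise in fluorescence read as greater calcium sensitivity of cardiac thin filaments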
SR-BI DiI-HDL act: enhances SR-BI lipid uptake from DiI-HDL; activation, % at 12.5 µM; CHO ldlA[mSR-BI] cells, DiI-HDL uptake fluorescence, 3 h; 100 = double the neutral-control signal; actives 0.096% (n = 320,000);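 active means mean replicate activation of at least 60% and every replicate at or above 60%; inconclusive means mean or all-replicate condition met, but not both; inactive means mean below 60% and not all replicates reaching 60%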;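 further: 0% = median plate neutral-control signal and 100% = twice that signal; values of inactives mirror those of a sister screen read the other way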
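Material: SR-BI-overexpressing, LDLR-lacking CHO cells; schedule: compound exposure 3 h, 37 °C; reagent: DiI-labelled HDL at 10 µg/mL final; technique: bottom-read fluorescence, 550/595 nm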
DAGLB inhibitor: blocks human DAGLB lipase activity. Q8NCG7. HEK293T DAGLB membrane lysate, EnzChek fluorogenic substrate. inhibition, % at 5.17 µM. actives 0.059% (n = 340,000). AID 504411; in the data active means inhibition above about 34%;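 further: 0% = enzyme with vehicle and 100% = wells lacking enzyme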
CAL PDZ FP-1: blocks peptide binding to the human CAL PDZ domain | Q9HD26 | purified CAL PDZ, TMR-peptide fluorescence polarization, 1 h | inhibition, % at 24.9 µM | actives 0.92% (n = 300,000) | AID 602252;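 active means mean inhibition of at least 30% with at least half of replicates also reaching 30%; inconclusive means no clear call, values can overlap the other calls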;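 further: 0% = DMSO neutral control and 100% = excess unlabeled competitor peptide PRC23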
Cardiac RTF inh: cardiac RTF calcium desensitization; IANBD-labeled cardiac RTF, Ca2+ fluorescence; inhibition, % at 7.15 µM; P19429+P45379; actives 0.12% (n = 340,000);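 active means inhibition above the mean inhibition of all tested compounds plus 3 SD, cut at about 17% in these data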;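 further: assay run at fixed EC70 calcium of 1.6 mM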
PKA-R2B activ: activators of human PKA-R2B complex; PKA-R2B holoenzyme dissociation, Cy5-IP20 fluorescence polarization; R2B truncated from residue 108, S112A mutant; 0% DMSO only, 100% 113 µM cGMP; activation, % at 11.4 µM; actives 0.079% (n = 340,000);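 active means activation above a cutoff set at the mean over all compounds plus 3 SD, cut at about 18% in these data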;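 further: higher means more holoenzyme dissociation and a rise in polarization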
Target sequence (P31323 whole entry, looked up, other chains not shown, the tested form may be a part): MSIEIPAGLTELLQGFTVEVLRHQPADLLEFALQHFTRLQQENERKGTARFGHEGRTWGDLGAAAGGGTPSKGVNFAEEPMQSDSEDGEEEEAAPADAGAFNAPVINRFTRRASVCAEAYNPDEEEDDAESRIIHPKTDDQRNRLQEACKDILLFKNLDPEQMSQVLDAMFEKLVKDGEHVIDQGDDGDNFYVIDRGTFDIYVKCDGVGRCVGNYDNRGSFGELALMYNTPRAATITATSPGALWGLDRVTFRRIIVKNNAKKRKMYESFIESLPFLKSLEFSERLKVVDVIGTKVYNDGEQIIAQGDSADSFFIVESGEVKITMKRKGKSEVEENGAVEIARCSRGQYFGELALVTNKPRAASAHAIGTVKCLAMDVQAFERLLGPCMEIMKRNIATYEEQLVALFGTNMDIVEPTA
CAL PDZ FP-2: human CAL PDZ-peptide interaction inhibition; purified CAL PDZ, TMR-peptide fluorescence polarization, 1 h; actives 0.02% (n = 330,000); AID 504414; inhibition, % at 20 µM;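 active means highest replicate inhibition of at least 40%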;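 further: plate controls were DMSO neutral control wells for no effect and unlabeled competitor peptide control wells for full effect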
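Assay system – tagged CAL PDZ protein CerCALP, purified · Timing – 1 h at RT · Compound – single point, 20 µM · Measured by – fluorescence polarization from S- and P-plane intensities, G-factor corrected · Evaluation – inhibition from polarization loss · Probe or stimulus – TMR reporter peptide T*-PRC34 · Buffer or medium – pH 7.4 phosphate-saline buffer, reducing agent, detergent, IgG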
LANA DNA inh: KSHV C-LANA DNA binding inhibition; inhibition, % at 9 µM; AID 504423; MBP-C-LANA/FAM-LBS DNA binding, fluorescence polarization; actives 0.078% (n = 340,000);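 active means highest replicate inhibition at or above 60% at 9 µM, even if other replicates fall short; inactive means all replicates below 60% inhibition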;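 further: 0% = neutral control wells and 100% = 4 µM acridine orange control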
The depositor's hits bear a star; ? = inconclusive; . = no result given.

SMILES | Rtt109 HAT inh | Keap1-Nrf2 PPI | RTF Ca sens act | SR-BI DiI-HDL act | DAGLB inhibitor | CAL PDZ FP-1 | Cardiac RTF inh | PKA-R2B activ | CAL PDZ FP-2 | LANA DNA inh
O=C(/C=C/c1ccccc1)CC(=O)c1ccccc1O | -11 | -4 | 0 | -2 | -1 | -1 | -4 | 2 | -3.1 | 1.3
O=C(NC1CCCCCC1)c1ccc(S(=O)(=O)NCc2ccco2)cc1 | 1 | 2 | -2 | -24 | -2 | . | 4 | -13 | -0.7 | 0.2
CCC(=O)N(CCc1ccccc1C)Cc1cc2ccc(C)cc2[nH]c1=O | 1 | -6 | 1 | 4 | -1 | -3 | 2 | 5 | -0.4 | 5.2
COc1ccc(NC(=O)CSc2nncn2N)c(OC)c1 | -3 | 1 | 3 | -4 | 2 | . | -2 | 9 | -1.0 | -1.5
CCC(C)/C(C)=N/Nc1ccc(S(N)(=O)=O)cc1[N+](=O)[O-] (centres undefined) | -1 | -2 | 2 | 16 | 9 | -6 | 2 | -14 | 5.6 | 0.8
O=C1c2cccc3cccc(c23)C(=O)N1CCCN(C(=O)c1cccs1)c1cccc(F)c1 | -7 | -2 | 11 | 10 | -1 | -4 | -3 | 5 | -1.0 | 0.3
CCN(CC)S(=O)(=O)c1ccc(N(C)CCc2ccc(OC)c(OC)c2)nc1 | -9 | -6 | 3 | -8 | 1 | 9 | -8 | -7 | -1.0 | -0.4
CC(=O)N(c1ccccc1)C(C)c1nc(C#N)c(C#N)nc1C (centres undefined) | 8 | 5 | -2 | 28 | 1 | -2 | -7 | 2 | -0.4 | -0.2
O=C(NS(=O)(=O)Nc1ccccn1)c1c[nH]c2ccccc12 | -18 | 1 | 2 | 8 | -2 | -1 | -2 | -1 | -2.0 | -3.2
CN(C)c1ncccc1-c1nc2ccccc2s1 | -12 | -4 | 3 | 8 | -4 | 27 | -8 | 3 | -0.2 | 0.0
CCCC(NS(=O)(=O)c1ccc(C)cc1)C(=O)O (centres undefined) | -4 | 2 | -1 | -11 | 1 | -5 | -11 | 8 | -1.6 | 1.1
COc1ccc(-c2csc3nc(C)nc(N4CCN(c5ccc(C(C)=O)cc5)CC4)c23)cc1OC | 2 | 4 | -4 | -5 | 2 | 0 | -6 | -7 | -0.7 | 0.2
O=C(Nc1ccc(N2CCOCC2)c(Cl)c1)C1CCCCC1 | -1 | -3 | -1 | -36 | -3 | -7 | -3 | 1 | -2.4 | -0.3
COc1ccccc1NC(=O)COc1ccc(Br)cc1CNCCCN1CCOCC1 | 0 | -2 | -5 | 30 | 1 | -1 | 7 | -1 | -1.2 | 1.2
CCN(CC)C(=O)Cn1cc(C(=O)C(=O)NCC2COc3ccccc3O2)c2ccccc21 (centres undefined) | -6 | -2 | 3 | -39 | 1 | -1 | -9 | -4 | -1.4 | 3.2
O=C(/C=C/c1ccc(Cl)cc1Cl)NCCSCc1ccccc1 | -4 | -3 | -1 | 28 | -17 | -3 | -8 | -4 | -4.4 | 0.3
CCCCCn1c(=O)[nH]c2cc(C(=O)NCCCN3CCCCC3C)ccc2c1=O (centres undefined) | -1 | 2 | -5 | 3 | -1 | -5 | -30 | -7 | -4.2 | -1.5
CCOc1ncccc1C(=O)OCC(=O)Nc1ccc(S(=O)(=O)N2CCCC2)cc1 | 0 | -2 | -4 | -25 | -4 | -4 | -6 | 1 | -1.1 | 1.0
COc1ccccc1NC(=O)COC(=O)c1cnc(C)cn1 | 3 | -4 | 20 | -2 | 2 | -3 | -12 | -2 | -0.5 | -1.9
O=S(=O)(NC1=NCCCCCC1)c1cccs1 | -6 | 1 | 2 | 43 | -2 | -3 | -6 | -12 | -2.5 | -0.4
O=C(Nc1ccc(-n2cnnn2)cc1)c1cn2ccccc2n1 | -18 | -8 | 1 | 7 | 0 | -2 | -6 | -10 | -2.5 | 1.8
COc1ccc(C(=O)NNC(=O)CCC(=O)NNC(=O)c2ccc(OC)cc2)cc1 | -9 | -3 | -4 | . | 1 | . | 3 | -5 | 0.5 | 1.1
CCCCNC(=O)c1ccc(NC(C)=O)c(Cl)c1 | ? | -6 | -5 | -30 | -1 | -2 | 2 | 10 | -1.9 | 0.7
CCOC(=O)C(=Cc1ccc(-c2ccsc2C(=O)OC)o1)C(=O)OCC | 15 | -3 | 4 | -76 | -6 | -1 | -7 | -10 | -0.9 | 3.7
COC(=O)C1(CC2CC(c3ccc(Cl)cc3)=NO2)CCN(C(=O)OC(C)(C)C)CC1 (centres undefined) | 0 | -5 | 14 | -54 | -12 | 4 | 1 | 4 | -0.9 | -0.5
Cn1c(SCC(=O)NC(=O)NCc2ccccc2)nnc1C(F)(F)F | -3 | 2 | -1 | 21 | 0 | -3 | -6 | 5 | 1.1 | 0.6
COc1cccc(C(=O)N2CCC(O)(c3cccnc3)CC2)c1 | . | 4 | 3 | 8 | -2 | 2 | -7 | 5 | -1.3 | 1.7
Cc1cc(N2CCCC2)ccc1NC(=O)CN1C(=O)NC(C)(c2ccccc2)C1=O (centres undefined) | 12 | -1 | 4 | -33 | 2 | -4 | 1 | -13 | -2.5 | -0.5
CCCCOn1c(C)c(C(=O)OCC)c2c3nonc3ccc21 | 0 | -6 | -1 | -28 | -13 | 0 | 4 | 3 | -0.2 | -1.7
CCOc1ccc2nc(Cl)c(/C=C/C(=O)c3ccco3)cc2c1 | -12 | -3 | 13 | 20 | 3 | . | -6 | -9 | -0.6 | 1.3
COCCNC(=S)NC12CC3CC(CC(C3)C1)C2 | . | -1 | -2 | 6 | 0 | -2 | -1 | -15 | -0.3 | -0.8
Cc1ccccc1C1c2[nH]c3ccccc3c2C[C@H]2C(=O)N(c3ccccc3C(=O)NCCN3CCOCC3)C(=O)N12 (some centres undefined) | 4 | 0 | 7 | -12 | -2 | -1 | -5 | 9 | -0.7 | -2.6
Cc1ccc(NC(=O)Cn2cc(C(=O)C3CC3)c3ccccc32)cc1 | 2 | 3 | -5 | . | -16 | . | -16 | -8 | -0.7 | 2.7
CN(C)c1cc[n+](CC[n+]2ccc(N(C)C)cc2)cc1 | -1 | -1 | 3 | 18 | -3 | 1 | 12 | -6 | 0.4 | 1.8
O=C(c1ccc2c(c1)OCO2)N(Cc1cccs1)C1(C(=O)NC2CCCCC2)CCCCC1 | -30 | 0 | 2 | -54 | -7 | 3 | -21 | 6 | -0.9 | 3.4
Cc1cccc(-c2c(O)cc(=O)[nH]c2Cl)c1 | . | -5 | -6 | 17 | 0 | 2 | 9 | -2 | -1.8 | -0.2
COCCNC(=O)c1cc(Br)ccc1Cl | 4 | 0 | 10 | -1 | 0 | 2 | 1 | 6 | . | -0.7
COCCN1CCC(CO)C1 (centres undefined) | -1 | 3 | 1 | 15 | -1 | -3 | -6 | 12 | -0.8 | -1.2
COC(=O)c1ccc(COc2cccnc2[N+](=O)[O-])cc1 | 0 | 0 | 1 | -20 | 1 | -2 | -13 | 11 | -2.2 | 1.2
Cc1nn(CCCC(=O)Nc2cnn(Cc3ccc(F)cc3)c2)c(C)c1[N+](=O)[O-] | . | 3 | 8 | 11 | 1 | -3 | -8 | 6 | -0.4 | -0.3
Cc1c(C(=O)NCc2ccccn2)sc2nc(-c3ccc(F)cc3)cn12 | 2 | -2 | 4 | 0 | -1 | -1 | 1 | -8 | -4.1 | 1.0
COCCC(=O)N1CCCC(C(=O)c2ccc(C(F)(F)F)cc2)C1 (centres undefined) | -2 | -7 | -2 | . | 0 | 8 | -4 | 0 | -26 | 2.0
COc1ccccc1-c1nc(-c2ccc(C)nc2OC)no1 | 4 | -6 | -9 | -35 | -12 | -1 | -5 | 7 | -1.7 | 1.6
C/C(=N\O)C(=O)NCCCn1ccnc1 | 6 | 0 | -8 | 0 | -3 | 1 | -13 | -9 | -1.9 | 1.7
c1ccc2c(c1)nc1sccn12 | -10 | 1 | 2 | 13 | -3 | -4 | -10 | -3 | . | -1.7
NCCCCCc1nnc(SCC(=O)c2ccc(Cl)cc2)o1 | -5 | 5 | 10 | 14 | 0 | -2 | -19 | 1 | -0.5 | 3.7
CNC(=O)/C(=C/c1ccc2c(c1)OCO2)NC(=O)c1ccc(Br)cc1 | -3 | -3 | -1 | -15 | 0 | -6 | 2 | 3 | -0.5 | -1.8
COc1ccc(-c2nnc3c4ccccc4c(C)nn23)cc1S(=O)(=O)N1CCN(CCO)CC1 | 7 | -3 | 0 | -8 | 0 | -6 | -8 | 3 | 1.5 | -1.0
Cc1ccc(NCN2C(=O)C3CC=C(Cl)CC3C2=O)cc1 (centres undefined) | -5 | -3 | -7 | 18 | -1 | -2 | -14 | 0 | 0.5 | -1.1
O=C(Cn1cnc2ccccc21)N/N=C/c1ccccc1 | 5 | 0 | 3 | 0 | 0 | 3 | -10 | 1 | 18 | -0.8
COc1ccc2[nH]c(C)c(CCN3C(=O)C4CC=CCC4C3=O)c2c1 (centres undefined) | 0 | -7 | -6 | -20 | 1 | 1 | -5 | -8 | -0.5 | 0.7
Cc1ccccc1-n1ncc2c1CC(C)(C)CC2NC(=O)C1=CC(=O)CC(C)(C)O1 (centres undefined) | 1 | -4 | 5 | -15 | 1 | -2 | -3 | -11 | -0.4 | 0.0
COc1ccc(C(=O)NCC(=O)OCC(=O)N2CCc3ccccc32)cc1 | -1 | 4 | 4 | -9 | 1 | . | 3 | -11 | -0.4 | 0.2
CCc1ccc(S(=O)(=O)Nc2cc3c(cc2N2CCOCC2)n(C)c(=O)c(=O)n3C)cc1 | 3 | 2 | -5 | 9 | -1 | 4 | 3 | -3 | -1.5 | 1.1
COc1ccc2c(C)cc(N3CCCCCC3)nc2c1 | -8 | 0 | -3 | 2 | -2 | -1 | -5 | 8 | -2.7 | -1.5
